High-throughput results (PubChem BioAssay)
NCOA2 inhibitor: inhibition of GAL4-SRC2 driven luciferase reporter, primary screen, SRC2 inhibitor project, cell-based, luminescence; Nuclear receptor coactivator 2 (Homo sapiens), Q15596; HEK293 GAL4-SRC2 luciferase reporter; inhibition, % at 9 µM; actives 0.17% (n = 370,000); AID 651957, 2012;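 active = inhibition above the mean inhibition of all tested compounds plus 3 SD, set per campaign, cut at about 52% in these data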;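 note: 0% = DMSO treated cells and 100% = cells given Gossypol at 36 µM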
Target sequence (Q15596 whole entry, looked up, the tested form may be a part): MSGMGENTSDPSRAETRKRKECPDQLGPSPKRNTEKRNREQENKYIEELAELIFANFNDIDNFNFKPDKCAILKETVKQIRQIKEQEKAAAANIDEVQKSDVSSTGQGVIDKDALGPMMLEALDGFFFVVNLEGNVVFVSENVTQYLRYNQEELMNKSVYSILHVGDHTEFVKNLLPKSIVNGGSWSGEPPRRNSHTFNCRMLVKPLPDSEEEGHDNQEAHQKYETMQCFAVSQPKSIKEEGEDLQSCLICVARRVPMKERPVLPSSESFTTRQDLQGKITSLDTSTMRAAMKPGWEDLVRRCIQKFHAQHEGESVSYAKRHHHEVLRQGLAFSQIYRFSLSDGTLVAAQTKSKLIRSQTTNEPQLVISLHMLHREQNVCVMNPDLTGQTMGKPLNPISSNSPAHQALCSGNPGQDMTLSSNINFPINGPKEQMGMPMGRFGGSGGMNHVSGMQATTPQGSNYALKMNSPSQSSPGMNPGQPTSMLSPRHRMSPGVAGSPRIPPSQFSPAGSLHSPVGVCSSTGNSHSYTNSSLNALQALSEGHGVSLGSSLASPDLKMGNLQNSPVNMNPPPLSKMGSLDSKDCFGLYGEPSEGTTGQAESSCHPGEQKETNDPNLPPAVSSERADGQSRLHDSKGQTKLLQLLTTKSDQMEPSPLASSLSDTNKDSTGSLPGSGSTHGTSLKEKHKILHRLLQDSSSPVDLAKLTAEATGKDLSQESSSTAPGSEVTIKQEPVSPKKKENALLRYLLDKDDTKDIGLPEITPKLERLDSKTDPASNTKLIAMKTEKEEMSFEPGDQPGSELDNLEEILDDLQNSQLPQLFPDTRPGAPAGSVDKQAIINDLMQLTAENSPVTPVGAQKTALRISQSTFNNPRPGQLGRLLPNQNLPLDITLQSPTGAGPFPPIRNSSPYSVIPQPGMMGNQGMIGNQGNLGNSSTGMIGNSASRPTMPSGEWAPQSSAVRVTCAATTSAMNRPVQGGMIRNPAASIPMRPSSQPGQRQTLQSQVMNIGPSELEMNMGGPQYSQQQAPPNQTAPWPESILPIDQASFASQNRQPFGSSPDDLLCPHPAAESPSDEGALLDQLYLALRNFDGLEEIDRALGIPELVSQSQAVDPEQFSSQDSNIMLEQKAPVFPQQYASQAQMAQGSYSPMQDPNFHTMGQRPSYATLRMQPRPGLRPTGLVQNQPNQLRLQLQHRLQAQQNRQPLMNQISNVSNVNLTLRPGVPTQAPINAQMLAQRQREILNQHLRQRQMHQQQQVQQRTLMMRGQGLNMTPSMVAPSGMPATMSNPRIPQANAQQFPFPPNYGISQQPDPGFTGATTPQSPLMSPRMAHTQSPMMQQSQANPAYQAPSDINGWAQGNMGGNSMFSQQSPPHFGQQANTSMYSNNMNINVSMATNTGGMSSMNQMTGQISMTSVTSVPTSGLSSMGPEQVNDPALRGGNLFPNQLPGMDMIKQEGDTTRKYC
* marks the source's active call; other numbers are inactive results. Some of the compounds tested; count on the stated rates, not on these rows.

nr	NCOA2 inhibitor	compound
1	15.2	COC(=O)C1CN(Cc2ccccc2)CCS(=O)(=O)N1Cc1ccccc1 (centres undefined)
2	10.1	CCOC(=O)[C@]12CCCC3=C1N(CCC3)C(=O)[C@@H](CC(=O)NCC13CC4CC(CC(C4)C1)C3)C2
3	3.6	CCOC(=O)[C@]12CCCC=C1N(CCCOC)C(=O)[C@@H]2CC(=O)NCc1cccc(C(F)(F)F)c1
4	-4.8	O=C(NCc1ccc(C(=O)N2CCCN(Cc3ccccc3)CC2)cc1)c1cccc(Br)c1
5	5.3	S=c1[nH]nc(-c2n[nH]c3c2CCC3)n1N=Cc1c[nH]c2ccccc12
6	7.8	CCOc1ccccc1NC(=O)NNC(=O)CCn1nc(C)c([N+](=O)[O-])c1C
7	18.1	O=S1(=O)CC(N2CCC(c3ccccc3)CC2)CN1Cc1cn(Cc2ccc(C(F)(F)F)cc2)nn1 (centres undefined)
8	5.8	CCCC(=O)OC12CCCN(C1)/C(=C/c1ccc(C#N)cc1)C2 (centres undefined)
9	-14.8	COc1ccc(OC)c(S(=O)(=O)CC(=O)c2cc3ccccc3oc2=O)c1
10	-7.3	Cc1cccc(OC(C)CCN2CCC(C(O)(c3ccccc3)c3ccccc3)CC2)c1 (centres undefined)
11	-17.7	CCCN(CC1CC1)C(=O)CN1C(=O)C2CCCCN2C(=O)c2ccccc21 (centres undefined)
12	-3.1	CCC(=O)N1CCc2cc(Br)c(S(=O)(=O)NCCCN(C)Cc3ccccc3)cc21
13	-16.6	CC(C)NC(=O)c1ccc(-n2c(=S)[nH]c3ccccc3c2=O)cc1
14	-12.5	O=S1(=O)c2ccc(N3CCSCC3)cc2Oc2ccccc2CN1Cc1cn(Cc2ccc(F)cc2)nn1
15	-2.1	COc1ccc(-n2c(SCC(=O)Nc3ccc(OCc4ccccc4)cc3)nnc2-c2ccc(C)cc2)cc1
16	13.8	O=C1CN(C(=O)COc2cccc(F)c2)c2ccccc2N1
17	-6.7	CC(C)[C@@H]1CC[C@@H](C)C[C@H]1OC[B-](F)(F)F
18	30.9	O=S1(=O)CC2c3ccc(F)cc3CN2CN1C1CCCC1 (centres undefined)
19	-13.4	CCOC(=O)[C@]12CCCC=C1N(CCCOC)C(=O)[C@@H]2CC(=O)N1CCN(C(=O)C2CC2)CC1
20	-6.3	N#CCC[C@H]1CC[C@]2(CCCN(c3ccccc3)C2)O1
21	2.9	O=C(C(=O)N1CCC(CNS(=O)(=O)c2ccc3ccccc3c2)CC1)c1cc2ccccc2o1
22	11.3	O=C(N[C@H](C(=O)N1CCC[C@H]1C(=O)NCc1ccccc1)C1CCCCC1)c1ccc(Cl)c(Cl)c1
23	-7.4	N#Cc1ccc(-c2nc3cc(C#N)c(C#N)cc3nc2-c2ccccc2)cc1C#N
24	-3.9	O=C(N[C@@H](Cc1ccccc1)c1nc2ccccc2[nH]1)c1ccc([N+](=O)[O-])cc1
25	-9.7	O=C(N=C1N(Cc2ccccc2)C[C@]2(C=C3CCCCC3n3c(=O)n(-c4ccccc4)c(=O)n32)N1C(=O)OCc1ccccc1)c1ccccc1 (some centres undefined)

nr	NCOA2 inhibitor	compound
26	6.1	Cc1ccc(NC(=O)C2CCCN2S(=O)(=O)c2cccnc2)c(C)c1 (centres undefined)
27	20.3	COc1cc(OC)cc(C(=O)NCC2CCN(C(=O)C(=O)c3cc4ccccc4o3)CC2)c1
28	9.3	Cc1ccc(-c2csc3nc(=O)c(C)nn23)cc1
29	10.8	O=C(O)c1ccc(C=Nn2c(-c3ccc(F)cc3)n[nH]c2=S)cc1
30	-14.5	CC(C)(C)c1ccc(S(=O)(=O)N2CCC(C(=O)N3CCN(C4CCCCC4)CC3)CC2)cc1
31	17.9	CCCN1CCCCC(NC(=O)COCc2ccccc2)C1=O (centres undefined)
32	-14.4	Cc1ccccc1CN1[C@@H](C)[C@H](c2ccccc2)Oc2cccc(NCC(C)C)c2S1(=O)=O
33	0.7	Cc1[nH]c2ccccc2c1CC(=O)Nc1ccc(Nc2cccnc2)c(-c2cc(C(F)(F)F)cc(C(F)(F)F)c2)c1
34	-5.0	O=C1C(NC(=O)N2c3ccccc3C=Cc3ccccc32)CCCCN1Cc1ccc(Cl)cc1 (centres undefined)
35	-14.0	c1ccc(CCn2nnc(-c3ccc(N4CCOCC4)cc3)n2)cc1
36	-17.9	COC(=O)[C@]12CCCCC=C1N(Cc1ccc(OC)cc1)C(=O)[C@@H]2CC(=O)N1CCCCC1
37	1.7	CC(=O)c1cc(-c2cc(C(=O)O)cc([N+](=O)[O-])c2)c(=O)n2c1CCC2
38	8.0	Cc1cc(S(=O)(=O)NC(=O)[C@H]2O[C@@H](n3ccc(=O)[nH]c3=O)[C@H](O)[C@@H]2O)ccc1Br
39	3.4	Cc1ccc(NC(=O)Cn2nnc(-c3ccncc3)n2)cc1C
40	-14.7	COC(=O)c1ccc(/C=N/NC(=O)CCSc2nc3ccccc3s2)cc1
41	-10.9	COc1cc(NC(=O)C2CCCN(S(=O)(=O)c3cc(OC)ccc3OC)C2)cc(OC)c1 (centres undefined)
42	-11.3	CCCCNC(=O)C[C@H]1C(=O)N(CCCOC)C2=CCCCC[C@]21C(=O)OC
43	11.1	O=C(CSc1nnc(-c2ccco2)n1-c1ccc(Cl)cc1)Nc1ccccc1-c1ccccc1
44	-3.7	O=C(NCc1ccccc1)[C@@H]1CCCN1C(=O)[C@H]1CCCN1C(=O)c1ccc(F)c(F)c1
45	6.3	CCn1c(COc2ccc(C)cc2)nnc1SCC(=O)Nc1ccccc1-c1ccccc1
46	0.4	CCn1c(SCC(=O)NN=Cc2cc(OC)ccc2OC)nnc1-c1ccc(OC)cc1
47	11.4	COC(=O)[C@]12C[C@H](CC(=O)N3CCSCC3)C(=O)N(Cc3cccc4ccccc34)C1=C[C@H](C1CCCC1)O[C@@H]2C
48	-11.6	Cc1ccccc1CN1CCCCC(NC(=O)c2ccc(Br)cc2)C1=O (centres undefined)
49	10.3	O=S1(=O)c2c(cccc2N2CCSCC2)Oc2ccccc2CN1Cc1cn(Cc2cccc(C(F)(F)F)c2)nn1
50	-7.0	C=CCN(CC#CC1=CCCCC1)Cc1ccc(OC)cc1OC

In the list so far, these contain a nitro group on carbon:
nr	NCOA2 inhibitor	compound
6	7.8	CCOc1ccccc1NC(=O)NNC(=O)CCn1nc(C)c([N+](=O)[O-])c1C
24	-3.9	O=C(N[C@@H](Cc1ccccc1)c1nc2ccccc2[nH]1)c1ccc([N+](=O)[O-])cc1
37	1.7	CC(=O)c1cc(-c2cc(C(=O)O)cc([N+](=O)[O-])c2)c(=O)n2c1CCC2

(list continues)
nr	NCOA2 inhibitor	compound
51	-12.1	CCn1c2ccccc2c2cc(NC(=O)CSc3nnc(-c4ccccc4)n3-c3ccc(C)cc3)ccc21
52	-41.9	Oc1c(Br)cc(C=Nc2ccc3nc(-c4ccccc4)[nH]c3c2)c(O)c1Br
53	5.2	Cc1ccc(C(=O)C2CCN(CC(=O)N(C)C3CCCCC3)CC2)cc1
54	6.0	COC(=O)c1cccc(C23CC4(C2)[C@H](CN(Cc2ccc(-c5ccccc5)cc2)[C@@H]4c2ccccc2)C3c2ccc(C(F)(F)F)cc2)c1 (some centres undefined)
55	5.7	O=C(Cn1c(O)c(N=NC(=O)c2ccncc2)c2ccccc21)Nc1ccccc1
56	-62.3	CCn1c(SCC(=O)Nc2ccc(C(N)=O)cc2)nc2sc(C)c(C)c2c1=O
57	3.9	CCCCS(=O)(=O)N1CCCc2nc(-c3ccccc3)ccc21
58	11.7	CC(C)(C)c1ccc(S(=O)(=O)N2CCCC(C(=O)N3CCN(Cc4ccccc4)CC3)C2)cc1 (centres undefined)
59	1.2	Cc1cccc(C(=O)NC2CCCc3ccccc32)c1 (centres undefined)
60	-13.3	CCOC(=O)C1=C(C)N(CCCC(=O)O)C(=O)NC1c1ccc(C(F)(F)F)cc1 (centres undefined)
61	11.8	C#CCN1CC(COCCCC)Oc2cccc(F)c2S1(=O)=O (centres undefined)
62	-14.9	CCCN1CCCCC(NC(=O)c2c(F)cccc2F)C1=O (centres undefined)
63	-15.8	O=S1(=O)CC2c3ccccc3CN2CN1Cc1ccc(F)cc1 (centres undefined)
64	13.3	COC1=C[C@H](C(=O)NC2CCN(Cc3ccccc3)CC2)[C@@]2(C)Cc3ccccc3[C@H]2CC1=O
65	10.8	c1ccn(-c2ccc(-c3noc(CCc4ccncc4)n3)cc2)c1
66	18.7	O=C1CCCC2=C1[C@@]1(O[C@H]3C=CC=CN23)C(=O)N(c2ccccc2)c2ccccc21
67	-7.4	O=C(c1cc(-c2ccccc2)on1)N1CCC(Oc2cccnc2)CC1
68	-2.4	CCOC(=O)c1cccc(-c2cc(C(C)=O)c3n(c2=O)CCC3)c1
69	23.9	Cc1cc(NC(=O)Nc2cccc(F)c2)n(-c2ccccc2)n1
70	5.7	C[C@@H]1CCCCO[C@@H](CN(C)C(=O)Nc2ccc(C(F)(F)F)cc2)[C@@H](C)CN([C@H](C)CO)C(=O)c2cc(NS(=O)(=O)c3ccc(Cl)cc3)ccc2O1
71	9.6	CC(C)(C)C(=O)OC12CCCN(C1)/C(=C/c1cccc(Cl)c1)C2 (centres undefined)
72	-5.3	COc1cc2ncnc(Nc3ccc(F)c(Cl)c3)c2cc1OCCCN1CCOCC1
73	1.9	COc1ccc(CSc2nnc(SCC(=O)Nc3ccc(S(N)(=O)=O)cc3)s2)cc1
74	23.5	COc1ccc(-n2c(SCC(=O)Nc3cc(C)c(NC(=O)c4ccccc4)cc3OC)nnc2-c2ccccc2F)cc1
75	-5.7	O=C(c1ccc(F)cc1Cl)N1CCC(Oc2cccnc2)CC1

nr	NCOA2 inhibitor	compound
76	19.7	CN(C(=O)CSc1nc2c(cnn2-c2ccccc2)c(=O)[nH]1)C1CCS(=O)(=O)C1 (centres undefined)
77	-3.8	Cc1ccc(-n2c(SCC(=O)Nc3ccccc3-c3ccccc3)nnc2-c2ccccc2)cc1
78	-7.1	O=C1c2ccccc2S(=O)(=O)c2cc(N3CCN(C(=O)c4ccccc4)CC3)ccc21
79	6.0	O=S(=O)(CC1NCc2cc(F)ccc21)NCc1ccccc1 (centres undefined)
80	-103.5	O=Nc1ccc(Br)cn1
81	-15.2	CC(=O)c1cc2c(cc1NC(=O)CCC1CCCC1)OCO2
82	12.1	O=C(O)c1cc(Cl)c(Cl)cc1C(=O)Nc1cccnc1
83	0.3	COC(=O)[C@]12C[C@H](CC(=O)NCCCCc3ccccc3)C(=O)N(Cc3ccc(Cl)cc3Cl)C1=C[C@H](C(C)(C)C)O[C@@H]2C
84	-17.1	Cc1nn(-c2ccccc2)c2sc(C(=O)N3CCN(Cc4ccc(F)cc4)CC3)cc12
85	10.3	COc1ccc2c(c1)CN1C(=O)N(Cc3ccc(F)cc3)S(=O)(=O)CC21 (centres undefined)
86	-25.1	COC(=O)[C@]12C[C@H](CC(=O)NCc3cccs3)C(=O)N(Cc3cccc4ccccc34)C1=C[C@H](C(C)(C)C)O[C@@H]2C
87	2.5	C[C@@H]1OCN(C)[C@H]2C[C@H]3c4[nH]c5cccc(-c6ccc7c(c6)OCO7)c5c4CCN3C[C@@H]12
88	6.9	NCc1ccc(OCCCN2CCC(C(O)(C3=CCCC3)c3ccccc3)CC2)cc1 (centres undefined)
89	-16.0	C[C@H]1COc2cc(N3CCCC3)ccc2S(=O)(=O)N1
90	6.3	CCNC(=O)O[C@@H]1C=C[C@@H](C#Cc2ccc(C(C)(C)C)cc2)O[C@@H]1COC(C)=O
91	14.2	S=C(SCc1c(Cl)cccc1Cl)N1CCSCC1
92	7.2	COc1cccc(CNC(=O)CN2CCCc3ccccc32)c1
93	11.3	CC(=NNC(=O)CSc1nnc(-c2ccccc2)n1-c1ccccc1)c1cccc([N+](=O)[O-])c1
94	18.1	CC(/C=N/NC(=O)CSc1nnc(SCc2ccc(C)cc2)s1)=C\c1ccco1
95	5.0	N#Cc1ccc(C23CC4(C2)[C@H](CN(CC2CCCCC2)[C@@H]4c2ccccc2)C3c2ccc(C(F)(F)F)cc2)cc1 (some centres undefined)
96	15.0	CC(C)CCNC(=O)c1ccc(Cl)c(NC(=O)Cc2ccccc2)c1
97	-16.9	O=C(Cn1nc(-c2ccccc2)ccc1=O)NCCc1ccccc1F
98	28.4	CCOC(=O)c1csc(NC(=O)C2CCCN(S(=O)(=O)c3ccc(Cl)s3)C2)n1 (centres undefined)
99	-25.1	Cc1[nH]nc2c1C(c1ccccc1)N(Cc1ccccc1)C2=O (centres undefined)
100	8.0	COc1ccc(C(CCOC(=O)Oc2ccccc2)c2cc(OC)cc(OC)c2)cc1 (centres undefined)

Quoted at random: three compounds from above
nr	NCOA2 inhibitor	compound
83	0.3	COC(=O)[C@]12C[C@H](CC(=O)NCCCCc3ccccc3)C(=O)N(Cc3ccc(Cl)cc3Cl)C1=C[C@H](C(C)(C)C)O[C@@H]2C
89	-16.0	C[C@H]1COc2cc(N3CCCC3)ccc2S(=O)(=O)N1
76	19.7	CN(C(=O)CSc1nc2c(cnn2-c2ccccc2)c(=O)[nH]1)C1CCS(=O)(=O)C1 (centres undefined)

In another format: entries from further up
82) O=C(O)c1cc(Cl)c(Cl)cc1C(=O)Nc1cccnc1
  NCOA2 inhibitor: 12.1

83) COC(=O)[C@]12C[C@H](CC(=O)NCCCCc3ccccc3)C(=O)N(Cc3ccc(Cl)cc3Cl)C1=C[C@H](C(C)(C)C)O[C@@H]2C
  NCOA2 inhibitor: 0.3

84) Cc1nn(-c2ccccc2)c2sc(C(=O)N3CCN(Cc4ccc(F)cc4)CC3)cc12
  NCOA2 inhibitor: -17.1

85) COc1ccc2c(c1)CN1C(=O)N(Cc3ccc(F)cc3)S(=O)(=O)CC21 (centres undefined)
  NCOA2 inhibitor: 10.3

Further compounds
nr	NCOA2 inhibitor	compound
101	-4.9	CCCCn1nnnc1C1c2ccccc2OCC(=O)N1Cc1ccc2c(c1)OCO2 (centres undefined)
102	-7.9	O=C(c1ccco1)N1CCN(CC(=O)N2CCCc3c2c(=O)oc2ccc(O)cc32)CC1
103	12.8	CCOC(=O)[C@@]12CN(C(=O)OC(C)(C)C)CC=C1N(Cc1ccc(OC)cc1)C(=O)[C@H]2CC(=O)N1CCOCC1
104	1.6	CC(=O)OCCCN1CCC2(CCC(c3ccccc3)CC2)C1=O (centres undefined)
105	4.0	CC(C)C[C@H](NC(=O)[C@@H](O)[C@H](N)Cc1ccccc1)C(=O)O
